Screens: PubChem, several laboratories
PrPC TRFRET – inhibitors of human cell surface prion protein PrPC, primary screen, cell-based, TR-FRET. Major prion protein (Homo sapiens), P04156. TR-FRET read-out. inhibition, % at 13.8 µM. 370,000 tested, 0.43% active. AID 720596, 2013; in the data active = inhibition above about 24%; also: 0% = median of the test wells and 100% = reference compound wells
Yp Topo-I inh – Yersinia pestis topoisomerase I inhibitors, primary screen, biochemical, cleavage product accumulation, plate reader, single point. DNA topoisomerase I (Yersinia pestis CO92). Y. pestis Topo-I cleavage product accumulation. activity, % at 10 µM. 360,000 tested, 0.064% active; in the data active = activity above about 50%, passing the limit was not always enough; also: inactives centre near 2
CCHF vOTU inh – CCHFV vOTU protease inhibitors, primary screen, biochemical, Pep-AMC substrate, fluorescence; Crimean-Congo hemorrhagic fever virus L polyprotein viral ovarian tumor (vOTU) protease …; inhibition, % at 11.5 µM; 370,000 tested, 0.55% active; AID 651958, 2012; in the data active = inhibition above about 30%; also: 0% = vehicle wells with enzyme and 100% = no enzyme wells
Vc quorum ag – inducers of Vibrio cholerae quorum light production without autoinducers, primary screen, BH1578 luxS cqsA deficient, single point; V. cholerae BH1578 lux reporter, luminescence, 6 h; activation, % at 18.7 µM; 350,000 tested, 0.16% active; in the data active = activation mostly above about 9.7%, no sharp cut-off; also: not every result past the cut was called active; inactives centre near 0; reference of the scale not given here
TcdB inh – TcdB glycohydrolase inhibitors, primary screen, biochemical, single point, plate reader | inhibition, % at 9.99 µM | 350,000 tested, 0.24% active | TcdB glycohydrolase enzymatic assay | AID 652162, 2013; in the data active = inhibition above about 10%
VHR inh abs – VHR1 phosphatase inhibitors, primary screen, biochemical, absorbance, uHTS | 290,000 tested, 0.52% active | inhibition, % at 13.3 µM | recombinant VHR phosphatase, pNPP absorbance | Dual specificity protein phosphatase 3 (Homo sapiens), P51452; in the data active = inhibition above about 50%; also: some compounds called inactive have numbers as strong as hits
Rv3671c inh – Rv3671c serine protease inhibitors, primary screen, biochemical, fluorescence polarization, M. tuberculosis H37Rv; P9WHR9; inhibition, % at 5.96 µM; 320,000 tested, 0.048% active; in the data active = inhibition above about 38%;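 also: extracellular domain of Rv3671c used as enzyme; 0% = enzyme with DMSO and 100% = no enzyme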
3CLpro inhibitor – SARS-CoV 3CLpro protease inhibitors, primary screen, biochemical, quenched FRET; recombinant SARS-CoV 3CLpro, quenched FRET peptide cleavage; inhibition, % at 6 µM; 290,000 tested, 0.14% active; AID 1706, 2009; in the data active = inhibition above about 12%
SSB-PriA inh – inhibitors of Klebsiella pneumoniae PriA binding to SSB C-terminal tail, primary screen, biochemical, AlphaScreen. PriA–SSB C-terminal tail interaction (Klebsiella pneumoniae). AlphaScreen SSBct-PriA binding, biotinylated peptide. inhibition, % at 33 µM. 430,000 tested, 0.6% active. AID 1272365, 2023; in the data active = inhibition mostly above about 37%, no sharp cut-off; inactive = mostly below about 20%;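 also: plate controls were negative control peptide for no effect and reference peptide for full effect; strong numbers were not always called active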
MazEF act – activators of E. coli MazEF toxin-antitoxin RNase, primary screen, biochemical, fluorescence, uHTS | FAM/BHQ RNA-DNA oligo cleavage fluorescence, 5 h | activation, % at 20 µM | 350,000 tested, 0.32% active | AID 504720, 2011; in the data active = activation above about 50%
* marks the source's active call; other numbers are inactive results; i = inactive; . = no result given. A portion of the library; rates above refer to the full screens.

SMILES	PrPC TRFRET	Yp Topo-I inh	CCHF vOTU inh	Vc quorum ag	TcdB inh	VHR inh abs	Rv3671c inh	3CLpro inhibitor	SSB-PriA inh	MazEF act
CCc1nn2cc(-c3ccccc3)nc2s1	3.4	-3.8	15.0	-0.3	.	4.8	8.3	0.0	-3.2	-1.1
CCCNS(=O)(=O)c1ccc(OC)c(Cl)c1Cl	-4.9	-8.8	7.5	-0.3	.	-20.6	0.4	-7.9	-23.2	10.2
Cc1ccc(C(=O)N2CCN(c3ccccc3F)CC2)cc1NC1=NC2CS(=O)(=O)CC2S1 (configuration not stated)	-5.2	0.7	-5.7	-0.2	1.2	-3.6	4.0	2.1	9.8	0.5
Cc1ccc(-c2nc(CSc3nc4ccccc4c(=O)n3C)cs2)cc1	8.0	30.4	-6.7	-0.3	-1.2	-0.1	-8.5	1.3	-10.7	-2.0
C/C(=N/OC(=O)C1CC1c1ccccc1)c1ccccc1 (configuration not stated)	-4.2	-12.2	4.5	-0.3	-1.1	8.5	-0.3	4.0	.	-14.7
COc1ccc(NC(=O)CCS(=O)(=O)c2ccc(OC)cc2)cc1	3.7	-2.2	-1.4	-0.7	.	9.6	-0.6	1.9	-0.7	-0.4
CN1CCc2cccc3c2C1Cc1ccc(O)c(O)c1-3 (configuration not stated)	-4.8	17.2	-0.6	i	-6.6	-10.2	-15.9	-3.4	-6.7	-2.5
Nc1nonc1-n1nnc(C(=O)N/N=C/c2ccc(Cl)cc2Cl)c1CN1CCCC1	-0.7	-2.7	-20.4	i	0.3	25.5	-4.0	-4.7	.	-15.0
CC1CCCC(NC(=O)Cn2cc([N+](=O)[O-])ccc2=O)C1C (configuration not stated)	-9.2	0.8	8.7	i	-2.2	.	-2.7	.	-5.2	1.6
CSCCC(=O)N1CCCC(N(C)CCc2ccccc2)C1 (configuration not stated)	-10.1	-0.6	-4.5	i	1.0	34.8	-9.4	-4.5	2.8	-11.1
CCOC(=O)c1ccc(Nc2cc(C)nc(-c3ccccc3O)n2)cc1	1.8	-16.1	-11.4	i	1.2	-2.0	-39.0	-2.2	-10.8	-2.0
COC(=O)c1cccc(NC(=O)CCCN2C(=O)NC3(CCCC3)C2=O)c1	2.1	-0.4	2.9	i	-0.2	.	.	.	-1.6	0.7
CCC1=C(OC(=O)N(CC)CC)N2C(=O)OC(=NCC(=O)OC)[C@]2(Cc2ccccc2)[C@H]2C1=CC[C@H]1C(=O)N(CC(=O)OC)C(=O)[C@H]12	2.5	28.7	-11.6	i	2.4	-0.3	-4.6	.	-10.4	7.4
COCC(=O)N1CCC(Oc2ccc(C(=O)N3CCCCCCC3)cc2)CC1	4.5	7.4	11.5	.	1.2	30.6	-8.4	-1.7	0.8	-1.8
Cc1cc(=O)oc2c(C)c(OCC(=O)N3C[C@H]4C[C@@H](C3)c3cccc(=O)n3C4)ccc12	6.4	2.0	-3.9	-0.2	2.5	8.8	1.6	-3.5	.	2.4
COC(=O)c1ccccc1NC(=O)N1CCN(Cc2ccco2)CC1	-2.7	-6.2	-4.1	i	1.3	8.5	2.7	2.5	-7.0	1.7
CC(=O)Nc1ccc(NC(=O)Cn2c(-c3ccc(F)cc3)cnc2SCC(=O)Nc2c(C)cccc2C)cc1	-2.1	2.4	-0.7	-0.4	.	14.4	-1.9	-2.6	6.4	-48.4
CCCCN1C(=N)N([C@@H](CCC)CN2CCC[C@H]2CN2C(N)=NC[C@@H]2Cc2ccccc2)C[C@H]1[C@H](C)CC	2.4	3.1	13.4	i	-1.2	.	-0.5	.	8.9	22.3
CN(C(=O)c1ccc(NC(=O)Cc2ccc(NC(=O)C3CCN(C(=O)C4CCCC4)CC3)cc2)cc1)C1CC1	-2.6	26.0	2.0	-11.1	0.0	.	5.8	.	-13.9	-0.7
CCOc1ccc(N2C(=O)C3C4C=CC([C@H]5CC45)[C@@H]3C2=O)cc1 (some centres not stated)	0.0	-2.8	-7.5	i	-1.8	10.4	-5.6	-0.3	-11.9	8.1
CCC1=C2CC[C@H]3C(=O)NC(=O)[C@H]3[C@H]2[C@@]2(Cc3ccccc3)C(=NCC(=O)OC)OC(=O)N2C1=O	-4.2	-9.5	4.8	-2.1	0.5	26.3	-9.7	.	-14.9	5.4
CN1CCN(NC(=O)c2cccc(Br)c2)CC1	-3.2	-6.8	-2.3	-0.6	.	5.0	-1.1	-2.3	0.6	1.3
CC1CN(Cc2cc(=O)[nH]c(C3CC3)n2)CC(C)O1 (configuration not stated)	1.2	2.9	2.8	i	.	19.9	-7.7	-0.4	6.6	0.9
CCOC(=O)c1sc(N)c(C(N)=O)c1C	-1.6	6.3	12.2	i	1.6	17.4	4.6	1.3	-1.8	5.5
O=C(CC1C[C@H](C(=O)N2CCOCC2)[C@@]2(CCC3CCCC3)c3[nH]c4ccccc4c3CCN2C1=O)NCc1ccco1 (some centres not stated)	6.1	-1.5	1.6	-0.5	0.1	.	1.8	.	8.1	-2.7

Entries of single compounds, quoted from the list. Values in the order: PrPC TRFRET | Yp Topo-I inh | CCHF vOTU inh | Vc quorum ag | TcdB inh | VHR inh abs | Rv3671c inh | 3CLpro inhibitor | SSB-PriA inh | MazEF act
CC1CN(Cc2cc(=O)[nH]c(C3CC3)n2)CC(C)O1 (configuration not stated) across the screens: 1.2 | 2.9 | 2.8 | i | . | 19.9 | -7.7 | -0.4 | 6.6 | 0.9
Cc1ccc(C(=O)N2CCN(c3ccccc3F)CC2)cc1NC1=NC2CS(=O)(=O)CC2S1 (configuration not stated) across the screens: -5.2 | 0.7 | -5.7 | -0.2 | 1.2 | -3.6 | 4.0 | 2.1 | 9.8 | 0.5
CN1CCc2cccc3c2C1Cc1ccc(O)c(O)c1-3 (configuration not stated) across the screens: -4.8 | 17.2 | -0.6 | i | -6.6 | -10.2 | -15.9 | -3.4 | -6.7 | -2.5
Cc1ccc(-c2nc(CSc3nc4ccccc4c(=O)n3C)cs2)cc1 across the screens: 8.0 | 30.4 | -6.7 | -0.3 | -1.2 | -0.1 | -8.5 | 1.3 | -10.7 | -2.0
CC(=O)Nc1ccc(NC(=O)Cn2c(-c3ccc(F)cc3)cnc2SCC(=O)Nc2c(C)cccc2C)cc1 across the screens: -2.1 | 2.4 | -0.7 | -0.4 | . | 14.4 | -1.9 | -2.6 | 6.4 | -48.4

New compounds follow
SMILES	PrPC TRFRET	Yp Topo-I inh	CCHF vOTU inh	Vc quorum ag	TcdB inh	VHR inh abs	Rv3671c inh	3CLpro inhibitor	SSB-PriA inh	MazEF act
CCC1Oc2ccc(C)cc2N(CC(=O)NCc2cccs2)C1=O (configuration not stated)	-2.2	-0.7	4.2	-0.2	0.7	22.3	1.0	0.6	-7.3	1.1
COc1ccc(NC(=O)C2(c3ccc(NC(=O)c4ccc(C)cc4)cc3)CCCC2)cc1	-2.6	1.5	-1.1	-0.2	-0.5	27.6	0.1	3.0	-1.9	-5.2
CN(C)c1nc(-c2ccccc2)[n+](C)s1	1.9	0.9	-3.9	-1.0	.	18.6	-0.9	1.5	-9.0	8.2
CC(C)c1cc(CN2CCN(Cc3ccc(F)c(F)c3)C(CCO)C2)[nH]n1 (configuration not stated)	-5.4	-3.1	9.6	i	10.1*	-2.8	7.6	-1.2	2.4	3.3
Cc1nn(Cc2ccccc2)c(C)c1NC(=O)c1noc2c1CCc1ccccc1-2	.	6.5	.	-0.2	.	-0.2	-1.8	5.6	-19.8	2.2
COc1ccc(-n2c(SCC(=O)NC3CCCCC3)nc3ccsc3c2=O)cc1	2.4	-0.1	-2.3	i	-0.1	6.6	7.8	3.2	-8.4	-2.1
COc1ccc(NC(=O)C(=O)NCCC2CCCCN2S(=O)(=O)c2cccs2)cc1 (configuration not stated)	1.7	14.6	12.2	i	1.3	.	-4.4	.	10.7	0.6
N#C/C(=C\c1c[nH]c2ccccc12)C(=O)NC1CCCC1	2.8	-7.2	20.5	-0.8	3.3	9.2	-8.7	-4.2	3.0	-17.4
COC(=O)C(O)(CC(=O)Nc1cc(Cl)ccc1Cl)C(F)(F)F (configuration not stated)	3.6	0.9	-0.3	4.0	.	4.4	5.6	-1.9	-1.4	0.9
Cc1ccccc1NC(=O)/C(C#N)=C\c1cccnc1	1.6	8.1	-0.1	-0.2	-0.1	10.0	-3.6	-4.5	-10.4	-7.2
CCCNC(=O)CSc1ccc(S(=O)(=O)N(C)C2CCCCC2)cn1	-2.2	10.3	2.0	-0.8	-0.9	.	.	.	.	-7.2
CCCC(=O)Nc1nnc(CCc2ccccc2)s1	-0.5	1.3	8.4	0.7	1.5	30.4	6.0	3.7	-3.0	4.1
CCOc1ccc(C2Nc3cccc4cccc(c34)N2)cc1OC	3.6	-38.5	0.0	i	.	8.9	-8.0	-9.1	8.0	-18.2
Cn1c2ccccc2c(=O)c2ccc(F)cc21	-2.5	6.2	-114.5	i	0.1	36.0	-7.3	-5.5	-16.9	0.2
Cc1ccc(S(=O)(=O)N(CCCN2CCCC2=O)Cc2cc3c(C)ccc(C)c3[nH]c2=O)cc1	-0.6	19.8	-1.4	-0.3	.	6.4	0.1	6.3	-13.7	0.8
CC(=O)c1cccc(NC(=O)C2=CN3CCS(=O)(=O)N=C3C=C2)c1	46.1*	-1.5	1.9	0.4	1.1	.	-0.7	.	-6.7	6.6
CCOc1ccc(NC(=O)/C(C=Nc2ccccc2)=C(\C)O)cc1	-6.1	13.4	12.5	-0.3	1.3	14.4	0.2	2.9	.	3.8
Cc1cccc(C(=O)Nc2cc(S(=O)(=O)N3CCOCC3)ccc2N2CCCC2)c1	13.2	11.3	2.4	i	1.8	.	.	.	5.0	6.2
Cc1cc(C)cc(C(=O)NCC(=O)NCCc2c[nH]c3ccccc23)c1	2.9	5.5	17.3	-0.9	-0.1	19.6	1.5	5.4	-5.7	-1.2
O=C(Nc1cccc(S(=O)(=O)N2CCOCC2)c1)c1cccc(S(=O)(=O)N2CCCCC2)c1	3.3	15.3	5.7	14.3	1.1	.	.	.	-2.6	4.0
CCc1ccc2c(c1)cc(CN(C(=S)Nc1ccccc1Cl)C1CC1)c1nnnn12	-1.6	-3.7	-16.3	i	.	12.7	6.1	-3.5	-9.4	1.3
CN(C)c1ccc(P(=O)(OCc2ccccc2)C(O)c2ccc(Br)cc2)cc1 (configuration not stated)	7.6	2.8	-4.6	0.6	-0.1	30.1	-9.1	3.4	0.9	6.8
CCOc1c(OC)cccc1C1CC(=O)Nc2cc(OC)c(OC)cc21 (configuration not stated)	-1.2	-1.1	2.9	.	-0.1	37.9	5.6	-3.0	-18.8	-1.5
Nc1nonc1-n1nnc(C(=O)N/N=C/c2cccc(F)c2)c1CN1CCCCCC1	-4.8	3.0	-1.8	-0.3	1.2	.	-15.9	.	.	-1.1
COc1ccccc1C(NC(=O)C1CCCCC1)c1c(O)ccc2ccccc12 (configuration not stated)	4.2	-4.1	10.5	-0.2	1.3	-10.1	-12.2	1.4	9.5	2.7

Grouped by structure: the entries above containing a cyano group (2)
SMILES	PrPC TRFRET	Yp Topo-I inh	CCHF vOTU inh	Vc quorum ag	TcdB inh	VHR inh abs	Rv3671c inh	3CLpro inhibitor	SSB-PriA inh	MazEF act
N#C/C(=C\c1c[nH]c2ccccc12)C(=O)NC1CCCC1	2.8	-7.2	20.5	-0.8	3.3	9.2	-8.7	-4.2	3.0	-17.4
Cc1ccccc1NC(=O)/C(C#N)=C\c1cccnc1	1.6	8.1	-0.1	-0.2	-0.1	10.0	-3.6	-4.5	-10.4	-7.2
